Assay outcomes (PubChem BioAssay)
DENV2 CPE rescue: DENV2-induced cell death inhibition | 1.7% of 350,000 active | DENV2-infected cells, cytopathic effect rescue, plate reader | AID 651640 | CPE inhibition, % at 9.99 µM; in the data active means CPE inhibition above about 20%, passing the limit was not always enough; inconclusive means no clear call, values can overlap the other calls; tested in BHK-21 cells;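 further: 0% = median of neutral control wells and 100% = median of positive control wells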
EWS-Fli inh: EWS/Fli transcriptional activity inhibition; AID 651661; inhibition, % at 12.6 µM; A673 NR0B1-luciferase reporter, viability-normalised; 0.67% of 350,000 active;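 active means mean inhibition of at least 50% after viability correction, with every replicate also passing that limit; inconclusive means mean reaches 50% but only one of two replicates passes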;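 further: firefly luciferase signal divided by Alamar Blue viability fluorescence both relative to DMSO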
ARNT TACC3 PPI: ARNT/TACC3 interaction disruption. 0.66% of 390,000 active. AlphaScreen His-ARNT PAS-B/GST-TACC3 binding, luminescence; TACC3 fragment carries E629A point mutation. Q9Y6A5. AID 623870. inhibition, % at 9.99 µM;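 active means mean inhibition of replicates at least 50% and at least half of replicates each reaching 50%; inconclusive means half or more replicates reach 50% but mean below 50%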;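 further: 0% = complete ARNT plus TACC3 wells and 100% = ARNT alone without TACC3; many hits fall short of the cut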
Casp6 inh: inhibitors of human caspase-6; 0.53% of 350,000 active; purified caspase-6, Z-VEID-R110 cleavage fluorescence; inhibition, % at 12.5 µM; P55212; AID 686996;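 active means mean inhibition across replicates at least about 35%, with every replicate also reaching that limit, limit read from the data; inconclusive means only one of the two criteria met; inactive means neither criterion met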;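 further: 0% = median of neutral control wells and 100% = no fluorescence left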
Target sequence (P55212 24-179 limits assumed): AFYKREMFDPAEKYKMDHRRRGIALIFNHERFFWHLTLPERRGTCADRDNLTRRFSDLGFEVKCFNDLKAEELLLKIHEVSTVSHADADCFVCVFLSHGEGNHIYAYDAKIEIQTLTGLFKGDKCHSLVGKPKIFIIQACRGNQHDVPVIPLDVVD
Target sequence (P55212 194-293 limits assumed): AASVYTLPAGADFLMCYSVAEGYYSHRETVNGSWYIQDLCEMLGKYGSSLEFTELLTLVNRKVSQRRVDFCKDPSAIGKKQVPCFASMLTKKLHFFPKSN
PAX8 reporter: lowers PAX8-driven luciferase in RMG-I cells. RMG-I TPO-luciferase reporter, SteadyGlo, 24 h. inhibition, % at 12.6 µM. 1.2% of 360,000 active. AID 652154;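 active means mean replicate inhibition at least 60% with every replicate also reaching 60%; inconclusive means only one of the two criteria is met; inactive means mean below 60% and not all replicates reaching 60%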;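 further: luciferase light reporting Pax8 driven TPO promoter activity; plate controls were median of neutral control wells for no effect and mitoxantrone controls for full effect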
LGR2 inh: Drosophila LGR2 receptor signaling inhibition | inhibition, % at 9.99 µM | AID 720647 | HEK293 LGR2, CRE-luciferase, bursicon-stimulated, 4 h | 0.35% of 380,000 active;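 active means drop in luminescence signal, shown as inhibition above about 50% in the replicate tests, limit read from the data, passing the limit was not always enough; inconclusive means probably only some replicates passing the limit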;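 further: agonist challenge used bursicon conditioned medium at about half maximal strength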
SIRT5 inh: blocks human SIRT5 desuccinylation of peptide. Q9NXA8. Purified SirT5, succinyl-peptide AMC, trypsin-coupled fluorescence. inhibition, % at 15 µM. 1.1% of 330,000 active; in the data active means inhibition above about 15%; inconclusive means no clear call, values can overlap the other calls
Target sequence (Q9NXA8 whole entry, looked up): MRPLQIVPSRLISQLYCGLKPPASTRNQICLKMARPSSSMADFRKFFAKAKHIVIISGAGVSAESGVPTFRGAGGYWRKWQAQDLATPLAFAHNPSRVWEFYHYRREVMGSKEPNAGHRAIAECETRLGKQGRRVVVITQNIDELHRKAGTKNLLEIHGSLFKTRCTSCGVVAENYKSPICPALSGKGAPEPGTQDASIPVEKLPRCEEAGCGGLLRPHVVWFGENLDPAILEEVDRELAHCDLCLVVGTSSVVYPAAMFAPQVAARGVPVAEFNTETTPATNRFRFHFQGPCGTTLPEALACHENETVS
An asterisk follows results filed as active; ? = inconclusive; . = no result given; & = joins results of further samples.

1. CNC[C@H]1Oc2c(NC(=O)NC(C)C)cccc2C(=O)N([C@H](C)CO)C[C@@H]1C
2. C[C@@H]1CCCCO[C@H](CN(C)C(=O)Nc2cccc3ccccc23)[C@@H](C)CN([C@H](C)CO)C(=O)c2cc(NC(=O)C3CCCCC3)ccc2O1
3. COc1ccc(-c2nc(CS(=O)(=O)CC(=O)NCc3ccccc3Br)c(C)o2)cc1
4. COc1ccccc1C(NC(=O)C1CCN(CCOc2ccc3ccccc3c2)CC1)c1ccccn1 (centres undefined)
5. CN1CCN(c2nc(-c3cccc([N+](=O)[O-])c3)nc3ccccc23)CC1
6. COc1ccc(S(=O)(=O)Nc2ccc3c(c2)CC(=O)N([C@H](C)CO)C[C@@H](C)[C@@H](CN(C)C(=O)Nc2ccc(C(F)(F)F)cc2)O3)cc1
Assay by compound	1	2	3	4	5	6
DENV2 CPE rescue	2	3	-2	4	4	-1
EWS-Fli inh	.	1	-5	10	6	4
ARNT TACC3 PPI	0	-7	-12	.	15	-3
Casp6 inh	1	0	-1	-1	-11	1
PAX8 reporter	-16	9	-3	13	4	-5
LGR2 inh	.	-3	-2	6	-16	4
SIRT5 inh	-2	2	1	-1	-2	8

7. O=C(NC12CC3CC(CC(C3)C1)C2)c1ccc(N2CCNCC2)c([N+](=O)[O-])c1
8. O=C(O)C1CCCN1C(=O)c1cccc(Cl)c1 (centres undefined)
9. CC(C)c1cccc(OCCN2CCCC2)c1
10. CCCCCc1cc(OC)cc2c1C(=O)OC(C)(C)O2
11. Cc1ccc(-c2ccc(=O)n(CC(=O)N3CCN(c4cccc(C)c4)C(C)C3)n2)cc1 (centres undefined)
12. O=C(CSc1ccc(Br)cc1)Nc1ccc(N2CCOCC2)cc1
Assay by compound	7	8	9	10	11	12
DENV2 CPE rescue	-15	18	7	9	-2	?
EWS-Fli inh	24	7	-12	-6	9	-15
ARNT TACC3 PPI	-3	.	2	-5	-9	-1
Casp6 inh	2	0	-31	0	7	-6
PAX8 reporter	5	4	-38	-7	.	-4
LGR2 inh	.	15	7	-11	-19	21
SIRT5 inh	-7	.	1	-7	3	0

13. C[C@H](CO)N1C[C@H](C)[C@H](CN(C)C(=O)NC2CCCCC2)OCCCC[C@H](C)Oc2ccc(NC(=O)Nc3ccccc3)cc2C1=O
14. CC(C)NC(=O)N(C)C[C@H]1OCCCC[C@@H](C)Oc2ccc(NC(=O)Cc3ccccc3)cc2C(=O)N([C@@H](C)CO)C[C@H]1C
15. CCNC(=S)SCCOc1ccccc1C
16. C[C@H](CO)N1C[C@H](C)[C@H](CN(C)CC2CCCCC2)Oc2ccc(NS(=O)(=O)c3ccc(F)cc3)cc2CC1=O
17. CCS(=O)(=O)Nc1ccc2c(c1)C(=O)N(C)[C@H]1CC[C@H](CC(=O)N[C@@H]3CCN(Cc4ccccc4)C3)O[C@H]1CO2
18. COc1ccc(-c2noc(CSc3nc(N)cc(=O)[nH]3)n2)cc1
Assay by compound	13	14	15	16	17	18
DENV2 CPE rescue	-3	-1	4	-7	4	1
EWS-Fli inh	13	.	-1	-2&30	-7	-26
ARNT TACC3 PPI	-2	0	-11	2&4	-9	-3
Casp6 inh	-1	0	-3	2	-5	-3
PAX8 reporter	52	16	-6	1	-8	0
LGR2 inh	41	-26	-1	23&25	17	7
SIRT5 inh	1	0	-4	10	6	-1

19. Cc1noc(C)c1S(=O)(=O)Nc1ccc2c(c1)C(=O)N([C@@H](C)CO)C[C@@H](C)[C@@H](CN(C)CC1CC1)O2
20. CN1c2ccc(C#Cc3cccnc3)cc2[C@H]2[C@H](CCN2C(=O)c2cccnc2)[C@@H]1CO
21. COc1cc(/C=C/C(=O)Nc2cc(S(=O)(=O)N3CCOCC3)ccc2N2CCCC2)cc(OC)c1OC
22. CCCc1c(C)nc(N2CCN(c3ccc(F)cc3)CC2)[nH]c1=O
23. CN(C)C(=O)C[C@H]1C=C[C@H](NS(=O)(=O)c2ccccc2)[C@H](CO)O1
24. Cc1noc(C)c1NC(=O)N(C)C[C@H]1OCCCC[C@@H](C)Oc2ccc(NC(=O)c3ccncc3)cc2C(=O)N([C@H](C)CO)C[C@H]1C
Assay by compound	19	20	21	22	23	24
DENV2 CPE rescue	-4	-5	6	1	-1	-1
EWS-Fli inh	-10	2	14	7	5	-2
ARNT TACC3 PPI	-17	8	1	-3	.	-15
Casp6 inh	2	-3	1	0	-1	-2
PAX8 reporter	-6	-14	-10	-2	-4	-11
LGR2 inh	-17	-6	-6	-2	3	-12
SIRT5 inh	-4	0	5	21*	-5	0

In the list so far, 3 have fluorine:
6. COc1ccc(S(=O)(=O)Nc2ccc3c(c2)CC(=O)N([C@H](C)CO)C[C@@H](C)[C@@H](CN(C)C(=O)Nc2ccc(C(F)(F)F)cc2)O3)cc1
16. C[C@H](CO)N1C[C@H](C)[C@H](CN(C)CC2CCCCC2)Oc2ccc(NS(=O)(=O)c3ccc(F)cc3)cc2CC1=O
22. CCCc1c(C)nc(N2CCN(c3ccc(F)cc3)CC2)[nH]c1=O
Assay by compound	6	16	22
DENV2 CPE rescue	-1	-7	1
EWS-Fli inh	4	-2&30	7
ARNT TACC3 PPI	-3	2&4	-3
Casp6 inh	1	2	0
PAX8 reporter	-5	1	-2
LGR2 inh	4	23&25	-2
SIRT5 inh	8	10	21*

Values by screen from above.
Compounds 21–24 in EWS-Fli inh read 14, 7, 5, -2
Compounds 21–24 in Casp6 inh read 1, 0, -1, -2
Compounds 21–24 in PAX8 reporter read -10, -2, -4, -11

(more compounds)
25. O=C(CSc1nnc(-c2cccnc2)n1-c1ccc(F)cc1)NCc1ccc2c(c1)OCO2
26. O=C(CNCc1ccccc1Cl)Nc1ccc2c(c1)OCCO2
27. COc1ccc(N(CC(=O)NC2CCCCC2)C(=O)CNC(=O)c2ccco2)cc1
28. C[C@H]1CN([C@@H](C)CO)C(=O)c2cc(/C=C/c3ccccc3)cnc2O[C@@H]1CN(C)Cc1cncnc1
29. Cc1cc(NC(=O)c2cc(-c3ccccn3)nc3ccc(Br)cc23)no1
30. CCOc1ccc(S(=O)(=O)NNS(=O)(=O)c2ccc(C)cc2C)cc1
Assay by compound	25	26	27	28	29	30
DENV2 CPE rescue	.	-8	5	0	4	8
EWS-Fli inh	.	-104	5	0	.	2
ARNT TACC3 PPI	.	0	22	-2	-2	-1
Casp6 inh	3	1	0	3	1	2
PAX8 reporter	.	-146	3	.	21	6
LGR2 inh	7	-77	-3	3	0	-9
SIRT5 inh	2	-5	-3	-10	-1	-1

31. CCCCNC(=O)c1nn2cc(Br)cnc2c1Br
32. O=C(C[C@H]1CC[C@H]2[C@@H](COC[C@@H](O)CN2S(=O)(=O)c2ccc(Oc3ccccc3)cc2)O1)NC1CCC1
33. Cc1cccc(OCc2ccc(C(=O)Nc3cc(C)on3)o2)c1
34. CCS(=O)(=O)Nc1ccc2c(c1)C(=O)N(C)C[C@@H](OC)[C@H](C)CN[C@H](C)CO2
35. CN(CC(=O)N(C)CC(=O)Nc1c(Cl)cccc1Cl)Cc1ccc(Br)s1
36. C/C=C/c1ccc([C@@H]2[C@@H](CO)N(C(C)=O)[C@H]2CN(C)C(=O)NC2CCCC2)cc1
Assay by compound	31	32	33	34	35	36
DENV2 CPE rescue	3	1	-7	-5	1	-3
EWS-Fli inh	-13	.	-24	-1	-7	-5
ARNT TACC3 PPI	.	-5	-6	-4	3	-6
Casp6 inh	7	-10	0	-5	1	-2
PAX8 reporter	11	.	-15	-19	17	12
LGR2 inh	-37	-6	-5	-4	-16	7
SIRT5 inh	-1	5	-1	0	-4	0

37. CCNC(=O)[C@H]1[C@H](CO)[C@H]2Cn3c(ccc(-c4ccccc4)c3=O)[C@H]2N1C(=O)Cc1cccnc1
38. CC(C)(C)c1csc(NC(=O)Cc2ccc(S(=O)(=O)N3CCOCC3)s2)n1
39. COCC(=O)Nc1ccc2c(c1)[C@@H]1C[C@@H](CC(=O)NCc3ccccn3)O[C@@H](CO)[C@@H]1O2
40. Cc1ccsc1C(=O)NC(C)c1ccccc1 (centres undefined)
41. O=C(c1ccco1)N1CCCN(Cc2nc(-c3cccs3)no2)CC1
42. COCCCNc1nc(N)c([N+](=O)[O-])c(NCc2ccccc2)n1
Assay by compound	37	38	39	40	41	42
DENV2 CPE rescue	11	12	10	5	4	4
EWS-Fli inh	-2	24	-3	-11	3	10
ARNT TACC3 PPI	2	-4	.	-5	2	12
Casp6 inh	-4	-1	2	-3	-8	2
PAX8 reporter	-1	24	-10	4	-15	-5
LGR2 inh	-5	8	-1	9	4	-17
SIRT5 inh	-19	-5	2	2	21*	-15

43. O=C(Nc1cc(Cl)cc(Cl)c1)N[C@@H]1CC[C@@H](CCNS(=O)(=O)c2cccc(F)c2)O[C@H]1CO
44. C[C@@H]1CN([C@@H](C)CO)C(=O)Cc2cc(NC(=O)Nc3ccc(F)cc3)ccc2O[C@H]1CN(C)Cc1ccc(C(F)(F)F)cc1
45. NC(=O)c1ccc(C(=O)c2ccc([N+](=O)[O-])cc2)cc1
46. O=C(c1cc(-c2cccc(O)c2)on1)N1CCOCC1
47. Cn1cc(-c2ccccc2C(=O)O)c(=O)c2ccccc21
48. COc1ccc(C(=O)NCC(=O)OCC(=O)NCCC2=CCCCC2)cc1
Assay by compound	43	44	45	46	47	48
DENV2 CPE rescue	?	?	.	-5	9	7
EWS-Fli inh	6	54*	.	-3	5	3
ARNT TACC3 PPI	.	.	-9	-1	-1	-13
Casp6 inh	-2	1	.	1	1	1
PAX8 reporter	5	.	-13	-78	9	-8
LGR2 inh	11	24	16	.	-5	3
SIRT5 inh	-3	-1	.	-10	-5	-1

49. COc1ccc(C)c(-n2c(N)cc(=O)n(Cc3ccccc3)c2=O)c1
50. COc1ccc(N(CC(=O)NC2CCCC2)S(=O)(=O)c2ccc(NC(C)=O)cc2)cc1
51. COc1ccc(S(=O)(=O)Nc2cccc3c2O[C@@H](CN(C)Cc2ccncc2)[C@H](C)CN([C@H](C)CO)C3=O)cc1
52. C/C=C/C=C/C(=O)c1cc(C)c(OC(=O)CNC(=O)OC(C)(C)C)c(C)c1O
53. CCc1ccc(S(=O)(=O)N2CCCC(N3CCN(c4ccc(OC)cc4)CC3)C2)cc1 (centres undefined)
54. CCCc1nnc(NC(=O)C2CCN(C(=O)C3CC(=O)N(c4ccc(C)cc4)C3)CC2)s1 (centres undefined)
Assay by compound	49	50	51	52	53	54
DENV2 CPE rescue	1	8	?	?	11	2
EWS-Fli inh	3	-4	-10	2	14	-2
ARNT TACC3 PPI	-1	2	-3	.	16	.
Casp6 inh	0	3	0	0	4	-1
PAX8 reporter	-1	11	-4	19	19	-5
LGR2 inh	3	4	7	.	16	16
SIRT5 inh	-3	0	-5	.	-13	-10

55. Cc1ccc(NC(=O)COc2cccc(-n3cnnn3)c2)cc1[N+](=O)[O-]
56. CC(C)NC(=O)N(C)C[C@@H]1Oc2ccc(NS(=O)(=O)c3cn(C)cn3)cc2C(=O)N([C@H](C)CO)C[C@@H]1C
57. Cc1ccc(S(=O)(=O)N(C)C[C@H]2OCCCC[C@@H](C)Oc3ccc(NS(=O)(=O)c4cccs4)cc3C(=O)N([C@@H](C)CO)C[C@H]2C)cc1
58. Cc1cc(C)cc(Oc2coc3c(CN(C)C)c(O)ccc3c2=O)c1
59. C[C@H](CO)N1C[C@H](C)[C@@H](CN(C)C(=O)Nc2ccc(F)cc2)Oc2ccc(NS(=O)(=O)c3cn(C)cn3)cc2CC1=O
60. C[C@H]1CN([C@@H](C)CO)C(=O)c2cc(C3=CCCC3)cnc2O[C@@H]1CN(C)C(=O)c1ccncc1
61. Fc1cccc(Cc2c(-c3cccc(Cl)c3)nc3ccc(Br)cn23)c1
62. COc1ccc(/C=C(\C#N)C(=O)OCC(=O)Nc2c(C)cccc2C)cc1
63. COc1ccc2nc(NC(=O)Nc3cccc4ccccc34)sc2c1
Assay by compound	55	56	57	58	59	60	61	62	63
DENV2 CPE rescue	0	?	-1	2	?	1&-6&12	-6	2	11
EWS-Fli inh	5	-7	-11	15	-7	4&3&-2	-94	-3	-36
ARNT TACC3 PPI	-31	-1	16	-2	-4	-7&4	.	-9	-2
Casp6 inh	3	1	-3	-1	0	-3&-3&-1	8	7	.
PAX8 reporter	-2	.	36	5	.	-3	-135	3	-59
LGR2 inh	4	11	-6	-5	2	6&-21	-73	.	-54
SIRT5 inh	4	-3	11	-19	-2	3&-1&4	0	9	-5
